Bioassay records as filed in PubChem BioAssay.
hcGAS inh: inhibitors of human cGAS; Q8N884; recombinant h-cGAS, ATP depletion, Kinase-Glo luminescence; inhibition, % at 12.5 µM; actives 0.081% (n = 290,000);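 further: 0% = vehicle reaction and 100% = reaction without DNA for no activity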
Target sequence (Q8N884 whole entry, looked up): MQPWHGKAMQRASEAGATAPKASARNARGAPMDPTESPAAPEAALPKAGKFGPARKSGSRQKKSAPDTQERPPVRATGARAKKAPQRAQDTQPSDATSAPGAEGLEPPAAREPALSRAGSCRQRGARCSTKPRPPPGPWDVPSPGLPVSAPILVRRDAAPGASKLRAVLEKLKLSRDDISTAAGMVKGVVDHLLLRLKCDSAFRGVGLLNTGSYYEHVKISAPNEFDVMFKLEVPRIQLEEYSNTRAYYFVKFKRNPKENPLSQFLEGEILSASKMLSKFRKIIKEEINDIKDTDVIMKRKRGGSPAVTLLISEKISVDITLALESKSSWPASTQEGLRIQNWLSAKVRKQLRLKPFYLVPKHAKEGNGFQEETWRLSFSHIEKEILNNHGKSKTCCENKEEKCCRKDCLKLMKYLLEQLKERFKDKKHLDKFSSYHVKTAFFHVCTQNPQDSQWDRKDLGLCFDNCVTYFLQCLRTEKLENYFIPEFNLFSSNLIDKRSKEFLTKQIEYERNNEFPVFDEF
NPYLR7 agonist: mosquito NPYLR7 agonism; HEK293T NPYLR7/Galpha15, GCaMP6s calcium fluorescence; actives 0.15% (n = 270,000); AID 1259423; activation, % at 10 µM; in the data active means activation above about 40%;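 further: 0% = vehicle and 100% = reference agonist at the receptor; some compounds past the cut are filed as inactive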
mcGAS inh: inhibitors of mouse cGAS; recombinant cGAS, Kinase-Glo ATP depletion luminescence; actives 0.15% (n = 160,000); Q8C6L5; inhibition, % at 12.5 µM;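 further: 0% = negative control wells and 100% = reference inhibitor with no enzyme activity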
* hit, by the source's call; nt = not tested or not shown; & = joins results of further samples. Unless noted, no stated cut-off is given here; in the data, active means inhibition above about 40%; inactive means the rest.

SMILES	hcGAS inh	NPYLR7 agonist	mcGAS inh
COc1cccc(CSc2nnc(CNC(=O)Nc3ccc(OC)cc3OC)n2-c2cc(Cl)ccc2Cl)c1	-2	14	-6
CC(C)CCN1CCN(c2nc3c(c(=O)[nH]c(=O)n3C)n2CCc2ccccc2)CC1	-7	12	nt
CCOC(=O)c1cccnc1/C=C/c1cccc(C(F)(F)F)c1	3	0	nt
O=C(CCl)Nc1nnc(SCC(=O)c2ccc(F)cc2)s1	0	-1	2
CC(=O)Nc1ccc(Nc2c(C(=O)N3CCCCC3C)cnc3nc(C)ccc23)cc1 (stereo not drawn)	2	4	0
C=CCCC(O)(CCC=C)c1ccc(CN(Cc2sccc2C)C2CC2)o1	-5	-2	1
O=C(c1ccc([N+](=O)[O-])o1)N1CCN(Cc2ccccc2)CC1	-8	21	-7
CCCCCn1c(=O)c2c(nc3n2CCN3c2cc(C)cc(C)c2)n(C)c1=O	-2	140*	nt
Cc1cc(C)n(-c2ccc(NC(=O)C3CCCCN3C(=O)c3cscn3)cc2)n1 (stereo not drawn)	-8	10	nt
CN(C)c1ncc(-c2nccn2C2CCN(Cc3ccccn3)CC2)cn1	0	nt	-5
Cc1ccc(N2C(=O)C(c3c(C)[nH]n(-c4ccc(Cl)cc4)c3=O)=C([n+]3cccc(C)c3)C2=O)cc1	-14	-10	-11
CC(C)C(=O)Nc1sc2c(c1-c1nc3ccccc3s1)CCN(C(C)C)C2	78*	66*	90*
CCCCC1CCC(c2noc(-c3ccccc3Cl)n2)CC1 (stereo not drawn)	1	-3	1
CCc1nnc(CN(CC)C(=O)c2cccc3ccnn23)o1	-6	8	-13
Cc1nn(C)cc1NC(=O)N1CCC(CCC(=O)N2CCOCC2)CC1	-7	nt	-5
CCSc1nc2c([nH]1)c(=N)ncn2Cc1ccccc1	-3	6	nt
Cc1ccccc1-c1cccc(C(=O)N2CCCC(c3ccn[nH]3)C2)c1 (stereo not drawn)	-2	1	-12
Cc1ncn(C)c1C(=O)NC1CC(C)(C)N(C)C(C)(C)C1	-8	nt	-5
C=C(C)COc1ccc(-c2[nH]ncc2-c2ccc(OC)cc2)c(O)c1	-7	1	-9
COc1ccc(C[C@H](NC(=O)[C@H](C)NC(=O)CN2CCOCC2)C(=O)N[C@@H](Cc2ccccc2)C(=O)[C@]2(C)CO2)cc1	-6	-6	-12

7 compounds already listed, ordered by length of the SMILES, falling.
SMILES	hcGAS inh	NPYLR7 agonist	mcGAS inh
COc1cccc(CSc2nnc(CNC(=O)Nc3ccc(OC)cc3OC)n2-c2cc(Cl)ccc2Cl)c1	-2	14	-6
CC(C)CCN1CCN(c2nc3c(c(=O)[nH]c(=O)n3C)n2CCc2ccccc2)CC1	-7	12	nt
Cc1cc(C)n(-c2ccc(NC(=O)C3CCCCN3C(=O)c3cscn3)cc2)n1 (stereo not drawn)	-8	10	nt
CCCCCn1c(=O)c2c(nc3n2CCN3c2cc(C)cc(C)c2)n(C)c1=O	-2	140*	nt
Cc1ccccc1-c1cccc(C(=O)N2CCCC(c3ccn[nH]3)C2)c1 (stereo not drawn)	-2	1	-12
C=CCCC(O)(CCC=C)c1ccc(CN(Cc2sccc2C)C2CC2)o1	-5	-2	1
CCSc1nc2c([nH]1)c(=N)ncn2Cc1ccccc1	-3	6	nt

Additional records
SMILES	hcGAS inh	NPYLR7 agonist	mcGAS inh
Cc1cccc(-n2c(=O)[nH]c3c(C(N)=O)nc(CC(C)C)nc32)c1	-4	10	nt
COc1ccc(NC(=O)C2CC(=O)N(C)C(=Nc3cccc(F)c3)S2)cc1 (stereo not drawn)	-2	2	-3
Cc1ccc(CNC(=O)c2cnc3ccccn23)s1	-8	0	-17
O=C(CSc1nnc(-c2ccccc2Cl)n1-c1ccccc1Cl)N1CCCC1	-7	-8	-5
CC(C)(C)c1ccc(C(=O)N2CCN(c3nc4ccccc4s3)CC2)cc1	-5	-14	-5
O=C(NCc1cccc(C(F)(F)F)c1)c1c[nH]c(=O)s1	1	5	nt
O=C(Cn1cc(S(=O)(=O)Cc2ccccc2F)c2ccccc21)Nc1ccccn1	-4	9	nt
O=C(NCc1cccs1)Nc1ccc2c(c1)C(=O)N1CCCCC1CCO2 (stereo not drawn)	-6	1	nt
CN1CCCC2(CCN(Cc3ccccc3Cn3cccn3)C2)C1=O (stereo not drawn)	-5	5	nt
O=C(CCn1nnc(-c2ccc(Cl)cc2)n1)Nc1cccc(F)c1	1	6	14
O=S(=O)(Oc1ccccc1CNCc1ccco1)c1ccc(F)cc1	-5	10	nt
COC(=O)c1c(NC(=O)CC2Nc3ccccc3NC2=O)sc2c1CCC(C(C)(C)C)C2 (stereo not drawn)	-8	-7	-7
CC(C)(C)NC(=O)N(Cc1ccco1)Cc1nccn1Cc1cccc(Cl)c1	1	-2	0
CCCN(CC1CC1)CN1C(=O)NC2(CCC(C)CC2)C1=O (stereo not drawn)	-2	-1	-4
O=C(CN1CCc2sccc2C1c1cccc(F)c1)N1CCCN(S(=O)(=O)Cc2ccccc2)CC1 (stereo not drawn)	-5	11	-4
CCOc1ncccc1-c1cncc(C(=O)N2CCOCC2)n1	-2	13	nt
O=C(c1ccc2ncccc2c1)N1CCCC(N2CCN(c3ccc(F)cc3)CC2)C1 (stereo not drawn)	-6	13	nt
CCOC(=O)c1c(C)[nH]c(C(=O)COC(=O)c2c(CC)noc2C)c1C	-9	9	nt
Cc1occc1C(=O)N1CCC(C(Cc2ccc(F)cc2F)N(C)C(=O)C2CC2)CC1 (stereo not drawn)	-7	5	nt
O=C(CCCCl)Nc1ncnc2sc3c(c12)CCCC3	-5	-5	nt
Cc1cccc(-n2nc(C(C)(C)C)c3c2N(CC(=O)NCc2ccco2)C(=O)CSC3c2ccc3c(c2)OCO3)c1 (stereo not drawn)	-4	16	-5
COc1ccc(-n2c(CCC(=O)NCCC#N)ccc2-c2ccc(Cl)cc2)cc1	1	-2	3
CC1(C)C2CCC1(C)C(NS(=O)(=O)c1ccc(F)c(F)c1)C2 (stereo not drawn)	-5	7	nt
N#Cc1ccc(NCCc2cccc(F)c2)cn1	-7	-2	nt
Cc1cc(C)cc(-n2nc3c(c2NC(=O)c2ccc(N4C(=O)CCC4=O)cc2)CSC3)c1	-7	0	nt
CN1OCC(S(=O)(=O)N(C)C2CCCCC2)C1c1cccc(Oc2ccccc2)c1 (stereo not drawn)	-18	5	nt
Cc1nc2c(=O)n(CC(=O)Nc3ccc(F)cc3)nc(-c3ccc(F)cc3)c2s1	1	-3	-7
Cc1cc(C(=O)N2CCN(c3c4c(nc5ncnn35)CCCC4)CC2)no1	-2	3	1
CN(Cc1ccccc1N1CCCCC1)CN1C(=O)NC2(CCCCCCC2)C1=O	-6	6	nt
Cc1cc(C)nc(NS(=O)(=O)c2ccc(N=Cc3cc(Cl)cc(Cl)c3O)cc2)n1	-2	1	-3
Cc1cnc(NCCCc2nn[nH]n2)nc1N(C)C	-5	4	-10
Cc1ccc(Nc2cn[nH]c(=S)n2)c(C)c1	4	-5	nt
Cc1ccc(NC(=O)C(=O)N2CCn3cncc3C2)cc1	3	-7	nt
O=C(CCCn1cncn1)N1CCCC(O)(CO)CC1 (stereo not drawn)	-6	11	nt
CNCC(=O)N(C)Cc1ccccc1C(F)(F)F	-5	6	-15
Clc1ccccc1-c1nc(-c2cccnc2)no1	-5	-10	-6
CNS(=O)(=O)c1ccc(CN2CCN(C)C(C(=O)O)C2)cc1 (stereo not drawn)	-9	14	nt
CCN(CC)c1ccc(CN(Cc2ccc(F)cc2)C(=O)Nc2ccccc2OC)c(OS(C)(=O)=O)c1	-5	5	-7
O=C(Nc1ccccc1OC(F)F)N[C@H](Cc1ccccc1)C(=O)N1CCC(C(=O)N2CCCCC2)CC1	-6	3	-9
O=C(Nc1cccs1)Nc1nc(-c2nc3ccccc3s2)cs1	-8	1	nt
Fc1ccc(Oc2cc(N3CCOCC3)ncn2)c(Cl)c1	-6	nt	-8
COc1ccc(-c2cnc(-c3ccc(CNC(=O)c4ccc(F)c(C(F)(F)F)c4)cc3)[nH]2)cc1	-2	22	nt
CCOC(=O)N1CCN(Cc2ccc3c(c2)CN(C(=O)[C@@H]2C[C@H]2c2ccccc2)CCO3)CC1	-3	4	-6
CCN1C(=S)NC(c2ccc(NC(=O)c3cccc(OC)c3)cc2)C(C(=O)OCC(C)C)=C1C (stereo not drawn)	-14	nt	-5
O=C1c2ccccc2NC(c2csnn2)N1c1cccc(C(F)(F)F)c1 (stereo not drawn)	4	2	nt
O=c1[nH]c2ccc(S(=O)(=O)N3CCCC3)cc2[nH]1	-1	0	nt
COC(=O)c1cc2n(n1)CCN(Cc1cccn1-c1ncccn1)C2	1	9	nt
O=C(Nc1ccc2nc(C3CC3)sc2c1)C1CCCN1C(=O)C1CC1 (stereo not drawn)	-1	1	nt
CCn1c(SC(C(=O)N(C)C)C(C)C)nnc1-c1ccccc1C (stereo not drawn)	-5	6	nt
Cc1cccn2c(=O)nc(SCC(=O)N(C)c3ccccc3)nc12	-12	2	nt

Entries of single compounds from above. Values in the order: hcGAS inh, NPYLR7 agonist, mcGAS inh
CCn1c(SC(C(=O)N(C)C)C(C)C)nnc1-c1ccccc1C (stereo not drawn) in the list: -5, 6, nt
COC(=O)c1cc2n(n1)CCN(Cc1cccn1-c1ncccn1)C2 in the list: 1, 9, nt
CCN1C(=S)NC(c2ccc(NC(=O)c3cccc(OC)c3)cc2)C(C(=O)OCC(C)C)=C1C (stereo not drawn) in the list: -14, nt, -5
CCOC(=O)N1CCN(Cc2ccc3c(c2)CN(C(=O)[C@@H]2C[C@H]2c2ccccc2)CCO3)CC1 in the list: -3, 4, -6
Cc1cccn2c(=O)nc(SCC(=O)N(C)c3ccccc3)nc12 in the list: -12, 2, nt

Carrying on.
SMILES	hcGAS inh	NPYLR7 agonist	mcGAS inh
COc1cccc(C(=O)N2CCN(CC(OCc3ccc(C#N)cc3)c3cccc(N4CCCC4)c3)CC2)c1 (stereo not drawn)	-10	6	-7
CSc1cccc(CN(C)Cc2nc[nH]c2C)c1	-9	1	nt
COCCN(Cc1c(C)nn(-c2cccc(F)c2)c1N1CCN(C)CC1)C(=O)Cc1cccs1	-9	3	-7
Cc1ccc(-c2nn(CN3CCc4sccc4C3)c(=S)n2C)cc1	-5&-3	-1&24	nt
CSc1nc(Oc2ccc(=O)[nH]n2)nc(N(C)C)n1	1	3	0
O=C(Nc1ccccc1)C1CCCN1c1ncccn1 (stereo not drawn)	-6	-2	-5
CCn1ncnc1C(C)NC(=O)c1nc(C(C)C)cs1 (stereo not drawn)	0	28	-18
COc1ccc2c(c1)OCC(C(=O)Nc1cc(C)ccc1C)=C2	-16	10	nt
CC(C)c1nccc(C(=O)N[C@H]2C[C@H]3C(=O)N(C)CC(=O)N3C2)n1	-1	-3	nt
CCCSc1ncccc1C(=O)N1CCN(Cc2cc(=O)c(OCc3ccc(C(F)(F)F)cc3)co2)CC1	-9	9	-4
Cc1ccccc1S(=O)(=O)NC(=O)C1(C)CCN1C(=O)Cc1ccc(-c2ccccc2)cc1 (stereo not drawn)	3	0	nt
COc1ccc(OC)c(C2CCCN2C(=O)Nc2cnn(-c3ccncc3)c2)c1 (stereo not drawn)	-3	-8	1
CCCCn1ncc(C)c1NC(=O)C(=O)N1c2ccccc2CC1C (stereo not drawn)	-4	-5	nt
COCC(O)CN(CCC(C)C)Cc1cccn1Cc1ccccc1C (stereo not drawn)	-8	nt	-6
Cc1ccc(CC(=O)N2CCCC2CC(O)c2ccccc2)cn1 (stereo not drawn)	-14	7	nt
O=C(c1ccc2ccccc2c1)C1CCCN(C(=O)CN2C(=O)CSC2=O)C1 (stereo not drawn)	-3	-2	nt
